Source: PubChem
Pin1 inh: qHTS Assay to Find Inhibitors of Pin1; Peptidyl-prolyl cis-trans isomerase NIMA-interacting 1 (Homo sapiens), Q13526; Pin1 FP peptide displacement, HiFluor488, 10 min; Potency, µM (top dose mostly 115 µM), without a hit: at the highest dose activity, negative = inhibition, hits mostly inhibitors; hit rate 0.009% among 390,000; active means well fitted inhibition curve with a large enough effect in the polarisation, with a control signal flat, not every such curve was filed as active; inconclusive means small, poorly fitted or top-dose-only effect, or effect the other way, or a change in a side signal; inactive means no such curve, though single readings can be large or run the other way; the % refers to the polarisation; further: on the % scale 0 is the no-effect control and ±100 the full control effect
Target sequence (Q13526 whole entry, looked up): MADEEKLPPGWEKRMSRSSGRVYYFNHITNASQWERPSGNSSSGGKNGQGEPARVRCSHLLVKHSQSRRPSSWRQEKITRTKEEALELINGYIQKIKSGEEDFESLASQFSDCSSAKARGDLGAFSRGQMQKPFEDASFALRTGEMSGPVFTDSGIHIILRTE
HP1b chromo inh: HTS for Inhibitors of HP1-beta Chromodomain Interactions with Methylated Histone Tails | Chromobox protein homolog 1 (Homo sapiens), P83916 | AlphaScreen HP1-beta / biotin-H3K9me3 peptide binding | Potency, µM (titrated, usually from 114 µM), without a hit: top-dose activity change, negative = inhibition, actives largely listed as inhibitors | hit rate 0.56% among 390,000 | AID 540317, 2011; further: nearly all actives have a fitted effect of over 70% in size; inactives centre near 23
Target sequence (P83916 whole entry, looked up): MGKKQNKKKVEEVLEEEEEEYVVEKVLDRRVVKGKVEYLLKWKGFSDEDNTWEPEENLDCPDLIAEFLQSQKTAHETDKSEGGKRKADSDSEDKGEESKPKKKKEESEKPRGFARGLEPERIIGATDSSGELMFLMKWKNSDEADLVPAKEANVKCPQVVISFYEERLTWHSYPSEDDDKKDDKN
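HP1-beta protein (50 nM final) preincubated 30 min at room temperature with biotinylated H3(1-18)K9me3 peptide (50 nM) in PBS pH 7.4, 0.01% Tween-20, then compound added for 30 min. AlphaScreen streptavidin donor/nickel chelate acceptor beads (10 ug/mL final), 30 min dark, luminescence read.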
PGK inhibitor: qHTS Assay to Find Inhibitors of Phosphoglycerate Kinase | Phosphoglycerate kinase, glycosomal (Trypanosoma brucei brucei), P07378 | PGK/GAPDH coupled, Kinase-Glo luminescence, 60 min | Potency, µM (top dose mostly 57.5 µM), inactives show top-dose activity change, negative = inhibition, hits mostly inhibitors | hit rate 0.043% among 380,000; further: on the % scale 0 is the no-effect control and ±100 the full control effect; nearly all actives have a fitted effect of over 60% in size
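Luminescent ATP detection (Kinase-Glo Plus) follows a 60-minute room-temperature incubation, with wells lacking PGK as controls. Buffer: 100 mM TEA (pH 7.6), 5 mM MgCl2, 0.01% Tween-20. Coupling enzyme GAPDH (100 nM final) supplies unstable 1,3-BPG in-well.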
ALOX12 inh: Primary qHTS assay for inhibitors of human arachidonate 12S-lipoxygenase (ALOX12): Round 2 | Polyunsaturated fatty acid lipoxygenase ALOX12 (Homo sapiens), P18054 | purified 12hLO, xylenol orange hydroperoxide absorbance | Potency, µM (highest dose often 108 µM), inactives show at the highest dose activity change, negative = inhibition, most hits filed as inhibitors | hit rate 1.1% among 580,000 | AID 1671190, 2021; further: on the % scale 0 is the no-effect control and ±100 the full control effect
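Purified human 12hLO (150 nM final) in 25 mM Hepes, 0.01% Triton X-100, pH 7.0 was preincubated 15 min at room temperature with compound. Then 40 uM arachidonic acid was added, 30 min. Hydroperoxide was read by Fe-XO absorbance ratio 573/405 nm.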
JMJD2A Tudor inh: qHTS Assay for Inhibitors of JMJD2A-Tudor Domain. Lysine-specific demethylase 4A (Homo sapiens), O75164. AlphaScreen JMJD2A-Tudor / H3K4me3 peptide binding. Potency, µM (doses to about 114 µM), without a hit: at the highest dose activity change, negative = inhibition, most hits filed as inhibitors. hit rate 4.4% among 390,000. AID 504339, 2011; further: on the % scale 0 is the no-effect control and ±100 the full control effect; nearly all actives have a fitted effect of over 50% in size
RGS4 inh: Inhibitors of Regulator of G Protein Signaling (RGS) 4: qHTS | Regulator of G-protein signaling 4 (Homo sapiens), P49798 | Transcreener GDP fluorescence polarization, RGS4-accelerated GTP hydrolysis | Potency, µM (top dose mostly 114 µM), for inactives: top-dose activity change, negative = inhibition, most hits filed as inhibitors | hit rate 0.039% among 390,000 | AID 504845, 2011; further: on the % scale 0 is the no-effect control and ±100 the full control effect; nearly all actives have a fitted effect of over 75% in size; some results filed as inactive show a strong effect at the top dose
Target sequence (P49798 whole entry, looked up): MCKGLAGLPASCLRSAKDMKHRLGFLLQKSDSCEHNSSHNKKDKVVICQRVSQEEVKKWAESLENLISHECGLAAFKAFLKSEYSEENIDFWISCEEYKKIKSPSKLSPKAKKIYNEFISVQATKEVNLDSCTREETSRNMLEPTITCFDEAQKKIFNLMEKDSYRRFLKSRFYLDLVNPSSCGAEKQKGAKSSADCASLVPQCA
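MLSMR compounds (23 nl, pin-transferred) preincubated 10 min at room temperature with a 500nM (2x) first reagent, then RGS4 at 900nM (2x) plus Transcreener GDP mix added; fluorescence polarization (620/688 nm) read before and after 90 min at 30 °C.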
GLS inhibitor: qHTS for Inhibitors of Glutaminase (GLS); Glutaminase kidney isoform, mitochondrial (Homo sapiens), O94925; GLS enzymatic activity, qHTS titration; Potency, µM (doses to about 45.5 µM), without a hit: at the highest dose activity change, negative = inhibition, most hits filed as inhibitors; hit rate 0.21% among 410,000; further: on the % scale 0 is the no-effect control and ±100 the full control effect
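hKGA in 45 mM KH2PO4 pH 8.2, 0.02% Tween-20 with pin-transferred compounds; 1 mM L-glutamine (stock) plus glutamate oxidase/HRP/Amplex Red coupling added. Fluorescence read initially and after 30 min at RT.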
rTrxR1 inhibitor: qHTS Assay for Inhibitors of Mammalian Selenoprotein Thioredoxin Reductase 1 (TrxR1): qHTS; recombinant rTrxR1, NADPH fluorescence consumption, selenite substrate; Potency, µM (top dose mostly 114 µM), for inactives: at the highest dose activity change, negative = inhibition, most hits filed as inhibitors; hit rate 1% among 390,000; AID 588453, 2011; further: on the % scale 0 is the no-effect control and ±100 the full control effect; nearly all actives have a fitted effect of over 65% in size
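Rat TrxR1 (90 nM in the dispensed reagent) was pre-reduced with 400 uM NADPH for 5 min at room temperature, then incubated with compound for 15 min. After 400 uM selenite was added, NADPH fluorescence (Ex 340/Em 450 nm) was followed for 8 min.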
ERG Ets-DNA blk: qHTS for Small Molecule Inhibitors of the ERG Ets/DNA interaction; Transcriptional regulator ERG (Homo sapiens), P11308; fluorescence polarization, His-ERG Ets domain / labelled DNA; Potency, µM (titrated, usually from 76.9 µM), without a hit: top-dose FP activity, negative = inhibition, usual class: inhibitors; hit rate 0.028% among 370,000; AID 624246, 2012; active means well fitted inhibition curve with a large enough effect in the polarisation, with a control signal flat; inconclusive means small, poorly fitted or top-dose-only effect, or effect the other way, or a change in a side signal; inactive means no such curve, though single readings can be large or run the other way; the % refers to the polarisation;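 further: polarization taken with two DNA probes labelled with fluorescein and Texas red; % of control where 0% means no effect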
Target sequence (P11308 whole entry, looked up, the tested form may be a part): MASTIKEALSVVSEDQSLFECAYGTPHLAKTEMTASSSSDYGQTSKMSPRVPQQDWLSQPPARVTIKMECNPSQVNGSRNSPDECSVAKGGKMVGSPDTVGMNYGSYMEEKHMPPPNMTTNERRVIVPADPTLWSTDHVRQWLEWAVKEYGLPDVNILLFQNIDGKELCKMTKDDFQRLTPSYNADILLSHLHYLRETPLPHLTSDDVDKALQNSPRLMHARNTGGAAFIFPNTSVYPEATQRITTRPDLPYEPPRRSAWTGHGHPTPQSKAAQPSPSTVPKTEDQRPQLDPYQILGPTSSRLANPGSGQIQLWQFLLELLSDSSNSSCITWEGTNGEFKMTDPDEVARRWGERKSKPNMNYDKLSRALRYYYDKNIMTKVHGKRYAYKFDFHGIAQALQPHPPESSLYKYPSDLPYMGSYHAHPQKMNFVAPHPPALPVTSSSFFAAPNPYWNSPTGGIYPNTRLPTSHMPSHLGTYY
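His-tagged ERG Ets domain (1 uM in the protein solution; 300mM KCl, 50mM Tris-HCl, 1mM EDTA, 1mM DTT, pH 7.5) received compound, then a probe mix of 5 nM fluorescein-DNA and 100nM Texas-615-DNA. Fluorescence polarization was read for both dyes.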
The depositor's hits bear a star; i = inactive; ? = inconclusive; . = not tested or not shown; [ ] = dose if it differs, or a comment. Unless noted, the call rests on the fitted dose curve; in most records, active means well fitted curve in the direction sought with a large enough effect; inconclusive means small, poorly fitted or top-dose-only effect, or another doubt; inactive means no such curve, though single readings can be large; an effect the other way counts as inactive or inconclusive. Potency means the concentration at half of the fitted maximal effect.

entry	Pin1 inh	HP1b chromo inh	PGK inhibitor	ALOX12 inh	JMJD2A Tudor inh	RGS4 inh	GLS inhibitor	structure	rTrxR1 inhibitor	ERG Ets-DNA blk
1	2%	1%	0%	-13%	?	-29%	-18%	COc1ccc(C(=O)/C=C/c2ccc(OC3CSC3)cc2)cc1OC	7%[57.1 µM]	-24%
2	-13%	7%	-6%	-7%	40µM*	12%	-1%	Cc1noc2nc(C(=O)O)nc(N3CCCCC3)c12	5%	-3%
3	3%	50%[activator]	4%	11%	-5%	-5%	-3%	O=C(CSc1ccccc1)Nc1cccc(S(=O)(=O)N2CCOCC2)c1	37%[activator]	1%
4	0%	10%	4%	?	-28%	1%	19%	CCn1c(=O)cc(OCC(=O)NCCCN2CCN(c3cccc(Cl)c3)CC2)c2ccccc21	1%	-2%
5	0%	27%	-8%	-2%	-5%	-4%	3%	O=C(NCC(c1ccccc1Cl)N1CCCC1)C1CCN(C(=O)Nc2ccccc2)CC1 (stereo not given)	-29%	-3%
6	3%	44%[activator]	3%	-9%	1%	22%	-1%	Cc1noc(C)c1S(=O)(=O)Nc1ccc(C#N)cc1	19%	0%
7	6%	23%	?	163%[activator]	3%	-3%	10%	Cc1occc1C(=O)O/N=C(\N)c1ccccc1	14%	-5%
8	-5%	24%	-5%	-16%	-15%	-8%	-17%	CC(C)CNc1ncnc2c1cnn2Cc1ccccc1Cl	12%	-10%
9	-1%	17%	-2%	0%	-9%	15%	3%	CCOC(=O)c1cc(-c2ccc(OC)cc2OC)nn1-c1ccc(C(=O)O)cc1	2%[57.1 µM]	7%
10	-2%	43%[activator]	-7%	4%	-9%	-34%[56.9 µM]	16%	Cc1noc2ncnc(N3CCN(c4ccc(F)cc4)CC3)c12	12%	-14%
11	-4%	21%	1%	18%	-6%	5%	17%	COc1c(Cl)ccc(Cl)c1C(=O)NC(=S)N1CCOCC1	-5%	7%
12	-2%	-8%	-8%	-18%	-23%	22%	2%	COCc1c(C(=O)N2CCN(Cc3ccc(C#N)cc3)CC2)oc2ccccc12	-25%	4%
13	45%[activator]	37%	9%	-14%	-17%	21%	-7%	O=C(COc1ccc(Cl)cc1Cl)Nc1ccccc1NS(=O)(=O)c1cccs1	4%	1%
14	-9%	31%	5%	12%	1%	-43%	-4%	C=CCn1c(SCC(=O)N(C)C2CCCCC2)nnc1C1CC1	16%	1%
15	-2%	23%	0%	-21%	-34%	-5%	2%	COc1ccc(N2CCN(c3ncnc4c3cnn4C)CC2)cc1	3%[57.1 µM]	2%

The final six entries of the part above are carried over, then new ones follow.
entry	Pin1 inh	HP1b chromo inh	PGK inhibitor	ALOX12 inh	JMJD2A Tudor inh	RGS4 inh	GLS inhibitor	structure	rTrxR1 inhibitor	ERG Ets-DNA blk
10	-2%	43%[activator]	-7%	4%	-9%	-34%[56.9 µM]	16%	Cc1noc2ncnc(N3CCN(c4ccc(F)cc4)CC3)c12	12%	-14%
11	-4%	21%	1%	18%	-6%	5%	17%	COc1c(Cl)ccc(Cl)c1C(=O)NC(=S)N1CCOCC1	-5%	7%
12	-2%	-8%	-8%	-18%	-23%	22%	2%	COCc1c(C(=O)N2CCN(Cc3ccc(C#N)cc3)CC2)oc2ccccc12	-25%	4%
13	45%[activator]	37%	9%	-14%	-17%	21%	-7%	O=C(COc1ccc(Cl)cc1Cl)Nc1ccccc1NS(=O)(=O)c1cccs1	4%	1%
14	-9%	31%	5%	12%	1%	-43%	-4%	C=CCn1c(SCC(=O)N(C)C2CCCCC2)nnc1C1CC1	16%	1%
15	-2%	23%	0%	-21%	-34%	-5%	2%	COc1ccc(N2CCN(c3ncnc4c3cnn4C)CC2)cc1	3%[57.1 µM]	2%
16	-1%	?	-4%	-16%	-34%[57.1 µM]	-13%	7%	Cc1ccc(CNc2ccc(N3C(=O)CC(C)C3=O)cc2[N+](=O)[O-])cc1 (stereo not given)	3%	8%
17	1%	13%	-11%	-1%	-12%	-28%	-4%	CC(C(=O)Nc1nccs1)N1C(=O)c2ccccc2S1(=O)=O (stereo not given)	6%	-4%
18	8%	39%[activator]	-1%	-15%	-8%	9%	5%	CC(=O)c1cnc(Nc2ccc(C)cc2)s1	-3%	-9%
19	?	12%[57 µM]	11%	-18%	-12%	7%	3%	COC(=O)c1ccc(NC(=O)C2CCN(S(=O)(=O)c3ccc4c(c3)CCCN4C(C)=O)CC2)cc1	14%[57.1 µM]	0%
20	22%	34%	-8%	-4%	-23%	-6%	1%	O=C(CS(=O)(=O)c1ccccc1)Nc1nc(-c2ccc(F)cc2)cs1	-4%	6%
21	-4%	35%	12%	-1%	-14%	22%	-11%	O=C(CN1Cc2ccccc2C1=O)Nc1cc(F)ccc1F	1%	-1%
22	-1%	26%	-1%	-23%	-23%	-16%	-10%	CC(C)CCNC(=O)C1CCN(S(=O)(=O)c2ccc(-n3cnnn3)cc2)CC1	-13%[57.1 µM]	24%
23	-8%	-9%	-9%	?	20µM*	6%	-8%	CCOC(=O)C1CCCCN1Cc1ccc(-c2ccccc2)cc1 (stereo not given)	30%	-1%
24	-6%	29%	-11%	314%[activator]	-6%	-7%	0%	O=C(COc1ccc(Cl)cc1)OCC(=O)N1CCCCCC1	19%	9%
25	-7%	-6%	i	?	-2%	-46%	-3%	C=CCn1c(SCc2ccccc2)nc2c1c(=O)[nH]c(=O)n2C	23%	7%
26	-4%	7%	-9%	2%	-4%	0%	0%	Cc1ccc(N(C)C(=O)CCNC(=O)Cn2cnc3ccccc3c2=O)cc1C	18%	4%
27	3%	54%[activator]	-5%	5%	14%[57.1 µM]	-5%[11.4 µM]	0%	COC(=O)c1sccc1NC(=S)N1CCCCC1C (stereo not given)	12%[57.1 µM]	0%
28	1%	18%	-7%	?	-18%	19%	-4%	CC(C)(C)OC(=O)N1CCC(C(=O)N[C@H](C(=O)O)c2ccccc2)(c2ccccc2)CC1	13%	13%
29	-2%	14%	-2%	?	-2%	-11%	1%	Cc1cc(C)n(CCc2nc(-c3cc4ccccc4o3)cs2)n1	-6%	2%
30	-3%	-9%	-9%	-29%	?	-2%	33%[activator]	CCCCNc1c(-c2ccc(-c3ccc(OC)cc3)c(OC)c2)nc2ccccn12	-10%	0%

(listing goes on)
entry	Pin1 inh	HP1b chromo inh	PGK inhibitor	ALOX12 inh	JMJD2A Tudor inh	RGS4 inh	GLS inhibitor	structure	rTrxR1 inhibitor	ERG Ets-DNA blk
31	5%	22%	2%	-2%	-9%	-26%	4%	CCCn1c(NC(=O)C2COc3ccccc3O2)nc2ccccc21 (stereo not given)	7%	9%
32	2%	3%	.	?	-10%	-11%	1%	COc1ccc2c(c1OC)C(=O)N1c3cccc(Cl)c3C(=O)OC21 (stereo not given)	20%	.
33	-7%	32%[activator]	6%	-17%	-7%[57.1 µM]	-10%[56.9 µM]	16%	Cc1ccccc1C(C(=O)NCc1ccccc1)N(Cc1ccco1)C(=O)c1ccccn1 (stereo not given)	-14%	1%
34	-2%	41%	-5%	0%	9%	-23%	-3%	CCc1nnc(NC(=O)Cc2ccc(OCc3c(C)noc3C)cc2)s1	-11%	-5%
35	3%	25%	-3%	-14%	-12%	-28%	8%	Cc1ccc(CNC(=O)c2ccc(N3CCCC3)c(NC(=O)Nc3ccc(F)c(Cl)c3)c2)cc1	27%[57.1 µM]	0%
36	-8%	131%[activator]	5%	-27%	55%[activator]	23%	5%	CN(Cc1ccccc1)C(=O)COC(=O)c1ccccc1Nc1ccccc1	8%[57.1 µM]	2%
37	2%	56%[activator]	-2%	-14%	-4%[57.1 µM]	6%	-23%	CCOC(=O)C(NC(=O)CC)(Nc1ccc(S(=O)(=O)Nc2cc(C)on2)cc1)C(F)(F)F (stereo not given)	-10%	-11%
38	1%	-12%	6%	-12%	?	?	33%[activator]	Cc1ccc(N2CCN(C(=O)CNS(=O)(=O)c3ccc(Br)s3)CC2C)cc1 (stereo not given)	-6%	-3%
39	-1%	-22%	.	?	56µM*	-23%	12%	COc1ccc(NC(=O)N2c3ccc(OC)cc3C(C)=CC2(C)C)cc1	37%[activator]	-15%
40	6%	32%	7%	.	-10%	22%	2%	CC(NC(=O)C1CCCN1S(=O)(=O)c1cccc2nsnc12)c1ccccc1 (stereo not given)	-13%	9%
41	7%	14%	-10%	17%	-10%	-23%	-13%	CNC(=O)C12CCC(C)(c3nc4cc(C)c(C)cc4nc31)C2(C)C (stereo not given)	-4%[57.1 µM]	-1%
42	2%	0%	-11%	?	?	?	7%	CN1c2ccccc2C(C)(C)C12C=Nc1c(ccc3ccccc13)O2 (stereo not given)	-9%	14%

An excerpt. The share of hits here may be higher or lower than overall.
